EPAC1 ag – agonists of human EPAC1; Potency, µM (doses to about 154 µM), inactives show at the highest dose activation, hits mostly activators; EPAC1 agonist qHTS, biochemical assay; response scale: 100% = response to 6.5 mM cAMP; hit rate 0.073% among 360,000; also: potency is read from the fitted curve at half-maximal effect; nearly all actives have a fitted effect of over 60% in size
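Fluorescent GDP-exchange assay: 100 nM EPAC1 with 250 nM Rap1B preloaded with BODIPY-GDP and 50 uM GDP; compounds tested as concentration series, 5 min at room temperature, then read every 5 min for 30 min (ex 480/em 540 nm); normalized to 6.5 mM cAMP.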
WRN inhibitor – WRN helicase (human) inhibition; Q14191; Potency, µM (series often up to 114 µM), without a hit: top-dose activity change, negative = inhibition, actives largely listed as inhibitors; AID 651768; hit rate 0.46% among 360,000; WRN helicase unwinding, fluorescent forked duplex, kinetic; also: potency is read from the fitted curve at half-maximal effect; % is scaled to controls: 0 for no effect and ±100 for the full control effect; nearly all actives have a fitted effect of over 55% in size
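Fluorescence dequenching readout, ex 525 nm/em 598 nm, kinetic mode: forked duplex DNA (100 nM final) with adjacent fluorophore and quencher unwound by WRN (20 nM final) with 2 mM ATP. Compound preincubation 15 min, room temperature.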
EPAC2 agonist – activates human EPAC2 exchange factor; AID 720711; EPAC2 activation, biochemical qHTS; response scale: 100% = 6.5 mM cAMP response; hit rate 0.079% among 360,000; Potency, µM (highest dose often 154 µM), for the others: top-dose activation, most hits filed as activators; also: potency is read from the fitted curve at half-maximal effect; nearly all actives have a fitted effect of over 50% in size
Target sequence (Q8WZA2 whole entry, looked up): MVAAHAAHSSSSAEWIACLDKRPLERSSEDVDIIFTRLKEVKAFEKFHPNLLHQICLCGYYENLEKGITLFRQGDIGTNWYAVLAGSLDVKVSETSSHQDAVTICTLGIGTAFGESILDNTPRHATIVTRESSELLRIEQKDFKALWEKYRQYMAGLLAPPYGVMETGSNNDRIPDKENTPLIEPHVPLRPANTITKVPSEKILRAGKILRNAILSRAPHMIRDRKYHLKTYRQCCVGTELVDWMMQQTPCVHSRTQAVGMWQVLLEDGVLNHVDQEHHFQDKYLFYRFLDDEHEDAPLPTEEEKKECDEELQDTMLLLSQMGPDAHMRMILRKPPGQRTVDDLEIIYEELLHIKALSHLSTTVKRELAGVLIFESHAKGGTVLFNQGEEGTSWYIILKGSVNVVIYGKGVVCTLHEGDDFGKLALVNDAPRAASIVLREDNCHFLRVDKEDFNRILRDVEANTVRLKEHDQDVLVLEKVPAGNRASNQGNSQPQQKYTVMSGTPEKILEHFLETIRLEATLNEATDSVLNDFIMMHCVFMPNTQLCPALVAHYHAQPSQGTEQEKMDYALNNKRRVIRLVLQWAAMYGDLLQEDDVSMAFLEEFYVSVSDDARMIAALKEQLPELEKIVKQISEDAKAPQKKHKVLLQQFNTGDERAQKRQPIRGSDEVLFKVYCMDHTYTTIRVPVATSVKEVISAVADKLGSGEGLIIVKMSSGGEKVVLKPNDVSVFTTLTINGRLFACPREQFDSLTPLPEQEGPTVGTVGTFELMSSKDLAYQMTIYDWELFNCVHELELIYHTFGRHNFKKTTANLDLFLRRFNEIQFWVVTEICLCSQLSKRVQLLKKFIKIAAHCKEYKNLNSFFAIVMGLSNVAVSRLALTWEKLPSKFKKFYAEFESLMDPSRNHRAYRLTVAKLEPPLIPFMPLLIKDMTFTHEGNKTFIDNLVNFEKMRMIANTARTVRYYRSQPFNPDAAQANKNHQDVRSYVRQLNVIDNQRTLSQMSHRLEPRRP
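Compounds were added across a concentration range to EPAC2 (100 nM), RAP1B-BODIPY-GDP (250 nM) and GDP (50 uM). After 5 min at room temperature, fluorescence was recorded at 5-min intervals for 30 min.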
PI5P4K alpha inh – blocks human PI5P4K alpha kinase activity. max response, %. PI5P4Kalpha enzyme, ADP-Glo luminescence, 60 min; hits give low values. AID 652105. P48426. hit rate 1.2% among 330,000; active = max response of -50% or lower; inconclusive = between -30% and -50%; inactive = -30% or higher; also: value at the top dose of about 77 µM; % is scaled to controls: 0 for no effect and ±100 for the full control effect
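Human PI5P4Kalpha with substrate in 0.038 M HEPES pH 7.4, 0.28 mM EGTA, 0.1% CHAPS, 5% DMSO; reaction started with 5 microM ATP (final), 60 min at room temperature. ADP formed read by ADP-Glo luminescence.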
PLK1 PBD inh – inhibitors of human PLK1 polo-box domain binding. Plk1 PBD binding of FITC phosphopeptide, fluorescence polarization. P53350. Potency, µM, for inactives: max response, negative = inhibition, hits mostly inhibitors. AID 720504. hit rate 2.8% among 360,000; also: potency is read from the fitted curve at half-maximal effect; series mostly up to about 57 µM; % is scaled to controls: 0 for no effect and ±100 for the full control effect; nearly all actives have a fitted effect of over 65% in size
CCT modulator – cytosolic chaperonin activity modulation; purified chaperonin ATPase assay, HTRF ADP detection, 30 min; activity change, % (no concentration beside the values), hits read low; hit rate 0.3% among 360,000; AID 651819; in the data active = activity change below about -30%; also: % is scaled to controls: 0 for no effect and ±100 for the full control effect
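TRiC at 40 or 20 nM final (batch-dependent) in 30 mM Tris pH 7.4, 100 mM KCl, 5 mM MgCl2, 1 mM DTT, with compound at single 76 uM and 10 uM ATP, 30 min at 37 deg C. ADP detected by HTRF Transcreener, 665/615 ratio.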
EPAC1 antag – EPAC1 (human) antagonism | O95398 | Potency, µM (highest dose often 115 µM), without a hit: at the highest dose activity change, negative = inhibition, hits mostly inhibitors | hit rate 0.14% among 360,000 | EPAC1 GEF assay, Rap1b-BODIPY-GDP exchange fluorescence;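 also: potency is read from the fitted curve at half-maximal effect; plate controls were vehicle for no effect and positive control for full effect; nearly all actives have a fitted effect of over 50% in size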
IL2 activator – IL-2 activation. IL-2 activation reporter assay, cell-based qHTS; stimulated with anti-CD3/CD4/CD28 beads; in transgenic mouse T cells. activation, % (series mostly up to about 46 µM). hit rate 0.065% among 360,000; in the data active = activation above about 50%; inconclusive = mostly about 30% to 49%; also: 0% is about no effect
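EGFP and DsRed fluorescence is measured by plate cytometry in unstimulated transgenic mouse T cells exposed to compound for 60 minutes, then stimulated 18 hours at 37 degrees C with anti-CD3/anti-CD4 beads plus anti-CD28.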
* = called active by the depositor; ? = inconclusive; nt = no result given; [ ] = another dose, or the depositor's remark. Unless noted, calls follow the shape of the dose curve; as a rule, active = well fitted curve in the direction sought with a large enough effect; inconclusive = small, poorly fitted or top-dose-only effect, or another doubt; inactive = no such curve, though single readings can be large; an effect the other way counts as inactive or inconclusive. A portion of the library; rates above refer to the full screens.

#	Compound	EPAC1 ag	WRN inhibitor	EPAC2 agonist	PI5P4K alpha inh	PLK1 PBD inh	CCT modulator	EPAC1 antag	IL2 activator
1	O=C(C1=C[C@H](c2ccc3c(c2)OCO3)C[C@H](OCCCCO)O1)N1CCN(Cc2ccccc2)CC1	-24%	-12%	3%	5	0%	0.0	4%	-0.6
2	CCCCn1c(SCC(=O)N2CCCCC2)nc2cc(S(N)(=O)=O)ccc21	8%	4%	3%	nt	-7%	-0.1	7%	-0.6
3	COc1ccc(C(=O)NCCc2ccccn2)cc1S(=O)(=O)Nc1ccc(Br)cc1	5%	-11%	-1%	-2	-1%	1.4	3%	2.0
4	Cc1ccc(NC(=S)NC(NC(=O)c2ccco2)C(Cl)(Cl)Cl)cc1 (centres undefined)	-5%	-1%	-3%	-6	-4%	0.8	10%	1.4
5	COc1ccc(S(=O)(=O)Nc2ccccc2C)cc1	4%	-8%	4%	8	-2%	1.2	-14%	-0.3
6	O=C(N/N=C1/CCc2ccccc21)C1CC1	9%	-27%	4%	-7	-3%	-1.2	4%	-2.2
7	COC(=O)C/C(N)=C(\C#N)C(=O)OC	2%	2%	16%	1	-7%	-2.2	0%	2.3
8	O=C(CCCCn1c(=O)[nH]c2ccccc2c1=O)N1CCN(c2ncccn2)CC1	0%	-6%	-1%	6	-1%	0.4	-1%	-3.4
9	CCOc1ccc(S(=O)(=O)Nc2cccc(C(=O)N3CCN(c4cccc(OC)c4)CC3)c2)cc1	15%	-3%	11%	-6	-10%	-1.4	-20%	-0.5
10	CSc1nc2nc(-c3ccccc3)cc(C(F)(F)F)n2n1	-3%	-5%	2%	0	0%	-1.5	4%	0.7
11	CN(C)c1ccc(C(CC(=O)O)NC(=O)c2ccc(Cl)cc2)cc1 (centres undefined)	11%	-2%	7%	-8	3%	-4.9	1%	-0.6
12	CCCCCN(C(=O)CCC(=O)OCC(=O)N1CCCCC1)c1c(N)n(CCCC)c(=O)[nH]c1=O	2%	-23%	3%	-4	-2%	-0.6	-7%	-2.4
13	COC(=O)c1ccc(C2/C(=C(/O)c3ccc(OC)cc3)C(=O)C(=O)N2Cc2ccco2)cc1 (centres undefined)	-1%	-2%[57.1 µM]	-4%	nt	-9%	0.6	22%	-0.9
14	O=C(Nc1ccccc1)c1ccccc1CC[N+](=O)[O-]	-12%	7%	4%	-3	-3%	-0.6	5%	1.1
15	O=C(c1cc(COc2ccc(F)cc2Cl)on1)N1CCCC(c2ccccc2)C1 (centres undefined)	3%	-15%[57.1 µM]	6%	13	-8%	-1.0	-15%	-0.8
16	Cc1cc(C)c(S(=O)(=O)Nc2ccc(C(=O)O)cc2)cc1S(=O)(=O)Nc1ccc(C(=O)O)cc1	0%	-14%	3%	1	4%	0.1	-6%	-3.1
17	O=C(Nc1nc(-c2cccc(Br)c2)cs1)Oc1ccccc1	7%	-17%	14%	nt	0%	0.7	-10%	-0.5
18	COC(=O)c1ccc(Cl)c(NC(=O)CSc2ncn[nH]2)c1	-6%	15%	10%	-9	-3%	-0.5	3%	0.6
19	Cc1ccc(N(CC(=O)NC(C)c2ccccc2)S(=O)(=O)c2c(C)n[nH]c2C)cc1 (centres undefined)	-9%	-5%	11%	-2	-17%	-1.8	-18%	-3.5
20	O=C(/C=C/c1ccccc1[N+](=O)[O-])OC1CCCCC1=O (centres undefined)	5%	-5%	7%	-7	4%	0.3	-5%	0.2
21	S=C(Cc1cccnc1)N1CCOCC1	7%	5%	14%	-23	24µM*	1.6	5%	0.0
22	COc1ccnc(Oc2ccc(F)cc2)c1C(=O)N/C=N/OCc1ccc(F)cc1	4%	-4%	11%	nt	-5%	-0.5	-2%	-0.7
23	Cc1ccc(S(=O)(=O)N2CCN(CC(=O)N/N=C\C(Cl)=C\c3ccccc3)CC2)cc1	1%	-21%	10%	1	-3%	-9.9	5%	0.1
24	C[C@@H](C(=O)O)[C@@H]1C[C@@]1(C)[C@@H](NC(=O)OCc1ccccc1)c1ccccc1	7%	15%	2%	-4	2%	-1.0	-6%	-0.1
25	CCCC(C)c1nnc(NC(=O)C2CC(=O)N(CCc3ccc(F)cc3)C2)s1 (centres undefined)	-8%	-27%	-2%	-23	6µM*	-0.1	-2%	-0.5
26	O=C(Nc1ccccc1OCc1ccccc1)c1ccccc1Br	14%	-8%	16%	8	-6%	0.2	1%	0.3
27	COc1cc(C(=S)N2CCOCC2)cc(OC)c1OC(=O)c1cc([N+](=O)[O-])cc([N+](=O)[O-])c1	5%	0%	-3%	-7	?	0.8	3%	0.4
28	COc1cc(O)c(C(C)=O)c(CC(=O)O)c1	-15%	45µM*	9%	-13	?	-0.2	-14%	0.7
29	COCCNC(=O)c1c[nH]c2ccc(OC)cc2c1=O	-2%	3%	9%	3	-14%	0.3	4%	-2.2
30	CCOc1ccc2c(c1)sc(N)[n+]2Cc1cc(C)cc2cccnc12	8%	15%	6%	3	-7%	1.0	7%	-0.9
31	CCOc1ccc(C(=O)NCC(=O)N2CCCCCCC2)cc1	-12%	2%	3%	-4	-3%	-0.6	15%	0.0
32	Cc1ccc(F)cc1NC(=O)N1c2ccccc2NC(=O)CC1C (centres undefined)	4%	8%	6%	1	-15%	-0.3	-26%	-0.9
33	S=C(NCCc1ccccc1)Nc1ccccc1	19%	-6%	20%	-5	0%	-1.5	-6%	-4.2
34	COc1cccc(Nc2nc(C(N)Cc3ccc(C(F)(F)F)cc3)cs2)n1 (centres undefined)	-7%	-7%	4%	0	0%	-1.5	-10%	-0.7
35	Cc1cn([C@H]2C[C@H](O)[C@@H](CNC(=O)c3ccccn3)O2)c(=O)[nH]c1=O	-6%	4%	9%	-1	1%	-3.3	6%	-3.2
36	N#CCC(=O)N/N=C/c1ccc(SCC(=O)Nc2ccccc2)o1	-7%	6%	1%	-6	-11%	-0.3	-11%	-1.1
37	COc1cc(-c2nc3cnccn3c2Nc2ccc(C)cc2)ccc1O	-3%	-3%	-6%	nt	-1%	1.0	2%	-3.4
38	CC(C)(Oc1cccc2ccccc12)C(=O)O	0%	-13%	10%	7	-5%	-0.5	0%	-0.5
39	Cc1cccc(N/N=C/c2ccccc2O)c1	1%	-5%	8%	1	-9%	-1.4	-14%	-1.2
40	Cn1c(=O)c2c(nc(NCc3ccc4c(c3)OCO4)n2Cc2ccccc2Cl)n(C)c1=O	1%	-1%	10%	0	6%	1.1	-2%	-0.9
41	CC(=O)c1c(C)[nH]c(C(=O)CSc2nc3ccccc3c(=O)n2CCCO)c1C	-2%	-4%	1%	2	3%	-0.2	-12%	-0.5
42	CN(C)S(=O)(=O)N1CCC(C(=O)O)(c2ccccc2)CC1	-4%	-1%	4%	nt	3%	3.2	21%	-1.1
43	Cc1noc(C)c1CSCC(=O)N1CCN(c2ccc([N+](=O)[O-])cc2)CC1	-8%	-2%	-3%	-6	-3%	-2.7	6%	0.2
44	Cc1cccc(N2CCN(S(=O)(=O)c3ccc4c(c3)NC(=O)C(C)S4)CC2)c1C (centres undefined)	14%	-10%	18%	10	-10%	-0.3	4%	-5.8
45	Cc1sc2ncn(CC(=O)N3CCN(c4ccc(F)cc4)CC3)c(=O)c2c1S(=O)(=O)N1CCOCC1	12%	-5%	8%	-1	-11%	-0.9	9%	-1.5

Rewritten in transposed form: entries from further up.
40	Cn1c(=O)c2c(nc(NCc3ccc4c(c3)OCO4)n2Cc2ccccc2Cl)n(C)c1=O
36	N#CCC(=O)N/N=C/c1ccc(SCC(=O)Nc2ccccc2)o1

| Compound | 40 | 36 |
| --- | --- | --- |
| EPAC1 ag | 1% | -7% |
| WRN inhibitor | -1% | 6% |
| EPAC2 agonist | 10% | 1% |
| PI5P4K alpha inh | 0 | -6 |
| PLK1 PBD inh | 6% | -11% |
| CCT modulator | 1.1 | -0.3 |
| EPAC1 antag | -2% | -11% |
| IL2 activator | -0.9 | -1.1 |

(cont.)
#	Compound	EPAC1 ag	WRN inhibitor	EPAC2 agonist	PI5P4K alpha inh	PLK1 PBD inh	CCT modulator	EPAC1 antag	IL2 activator
46	COc1cccc(/C(O)=C2/C(=O)C(=O)N(Cc3cccnc3)C2c2ccco2)c1 (centres undefined)	-16%	1%	4%	nt	-15%	-1.7	-26%	-0.5
47	CCC1(C)COC(C)(CC(=O)NNC(=O)Nc2ccccc2)OC1 (centres undefined)	7%	5%	3%	3	-5%	0.9	-4%	-2.1
48	O=P1(O)Cc2ccccc2-c2ccccc21	8%	10%	5%	0	-1%	-0.5	3%	-0.4
49	COc1ccccc1NC(=O)COC(=O)COc1cccc2c1OC(C)(C)C2	-8%	-2%	1%	0	2%	-3.4	8%	1.6
50	CCOC(=O)c1cnn(-c2ccccc2)c1-n1cccc1C(=O)C(=O)N(CC)CC	7%	1%	2%	0	-7%	0.8	?	0.8
51	CCC1(CCC(C)C)SC(N)=NC1=O (centres undefined)	-2%	-3%	2%	0	4%	2.3	0%	-0.8
52	c1ccn2c(SCc3cn4ccsc4n3)nnc2c1	-1%	18%	-6%	10	-2%	-0.2	-3%	4.1
53	CC1CCCN(C(=O)Cc2cccc3ccccc23)C1 (centres undefined)	-1%	-2%	14%	8	-2%	1.6	-3%	-0.4
54	Cc1c(N/C(=N/S(=O)(=O)c2ccc(F)cc2)c2ccccc2)c(=O)n(-c2ccccc2)n1C	-12%	-4%	-3%	9	5%	-5.2	8%	1.3
55	c1cncc(CNc2cccc(-c3nc4ccccc4[nH]3)c2)c1	0%	-6%	5%	-1	-13%	-2.7	12%	-1.1
56	c1ccc(C[C@H]2CN=C(Nc3ccccc3)N2CC2CCC2)cc1	8%	-2%	3%	-3	-12%	-3.6	-10%	-3.7
57	O=C(/C=C/c1ccc(Cl)cc1)N1CCN(c2ccccc2[N+](=O)[O-])CC1	20%	-6%	13%	16	-3%	-0.8	-23%	-3.6
58	Cc1ncsc1C(=O)N1N=C2/C(=C/c3ccc(N4CCOCC4)cc3)CCCC2C1c1ccc(N2CCOCC2)cc1 (centres undefined)	8%	4%	14%	nt	10%	-1.0	-2%	?

High-throughput results from PubChem BioAssay.
